Bioassay records (PubChem BioAssay)
SENP7 inh: SENP7 protease inhibitors, primary screen, biochemical, luminescence, uHTS | inhibition, % at 5 µM | hit rate 1.5% among 330,000 | AID 434973, 2010 | Sentrin-specific protease 7 (Homo sapiens), Q9BQF6 | recombinant SENP7, Z-RLRGG-aminoluciferin luminescence, 40 min;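 active means inhibition above about 50% at the single test dose, limit read from the data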;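 further: plate controls were DMSO with enzyme for no effect and no enzyme buffer wells for full effect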
SENP6 block: SENP6 protease inhibitors, primary screen, biochemical, luminescence, uHTS; Recombinant SENP6 catalytic domain, aminoluciferin luminescence; inhibition, % at 10 µM; Sentrin-specific protease 6 (Homo sapiens), Q9GZR1; AID 2599, 2010; hit rate 1.8% among 330,000;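 active means inhibition above about 50% at the single tested dose, limit read from the data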;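 further: plate controls were DMSO wells with enzyme for no effect and DMSO wells lacking enzyme for full effect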
SENP8 block-1: human SENP8 protease inhibitors, primary screen, biochemical, fluorescence, Nedd8 protein substrate, uHTS; Sentrin-specific protease 8 (Homo sapiens), Q96LD8; recombinant SENP8; inhibition, % at 20 µM; hit rate 0.64% among 360,000; AID 602440, 2012; in the data active means inhibition mostly above about 40%, no sharp cut-off; inactive means mostly below about 27%
SENP8 block-2: SENP8 protease inhibitors, primary screen, biochemical, luminescence | Sentrin-specific protease 8 (Homo sapiens), Q96LD8 | hit rate 1.2% among 330,000 | inhibition, % at 10 µM | purified SENP8, Z-RLRGG-aminoluciferin cleavage | AID 2540, 2010; in the data active means inhibition above about 50%
Apaf1 inhib: inhibitors of human Apaf-1 apoptosome, primary screen, biochemical, DEVD-Rh110 fluorescence, uHTS | reconstituted apoptosome caspase-3 activity | Apoptotic protease-activating factor 1 (Homo sapiens), O14727 | inhibition, % at 20 µM | hit rate 0.71% among 330,000; active means inhibition of at least 40% at 20 µM;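 further: plate controls were DMSO wells for no effect and DEVD-CHO caspase inhibitor wells for full effect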
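System – cell-free apoptosome with Apaf-1, procaspase-3 and caspase-9 · Buffer or medium – pH 7.5 Hepes buffer with CHAPS, BSA, DTT · Also added – cytochrome c with DEVD-Rh110 · Times – 30 min compound preincubation, 50 min activation, room temperature · Technique – Rh110 fluorescence intensity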
SENP1 inh: human SENP1 catalytic domain inhibitors, primary screen, biochemical, FRET, uHTS; Sentrin-specific protease 1 (Homo sapiens), Q9P0U3; hit rate 0.21% among 360,000; inhibition, % at 10 µM; recombinant SENP1 catalytic domain, CyPet-SUMO1-YPet FRET cleavage; AID 624204, 2012;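 active means inhibition at least 30% at 10 µM, raw YFP signal under a set limit, fluorescence ratio 0.5 to 1.5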;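 further: 0% = enzyme with DMSO and 100% = no enzyme wells; some results filed as inactive read as strong as hits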
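Test system: human SENP1 catalytic domain; medium: Tris pH 8 buffer plus EDTA, NaCl, BME, BSA, NP40, catalase; incubation: 50 min reaction at room temperature; technique: FRET, CFP and YFP emission; controls: no-enzyme low control and enzyme-plus-DMSO high control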
PfGluPho inh: PfG6PD enzyme inhibitors, primary screen, biochemical, fluorescence intensity, uHTS. glucose-6-phosphate dehydrogenase-6-phosphogluconolactonase (Plasmodium falciparum 3D7). PfGluPho enzyme, NADPH resazurin-diaphorase fluorescence. inhibition, % at 20 µM. hit rate 0.78% among 350,000;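 active means inhibition reaching at least a set limit at 20 µM in the primary screen, cut at about 59% in these data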;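 further: 0% = DMSO wells with substrate and 100% = DMSO wells lacking glucose-6-phosphate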
HKDC1 inhibitor: HKDC1 hexokinase inhibitors, primary screen, biochemical, fluorescence, uHTS | Q2TB90 | recombinant HKDC1, G6PDH/diaphorase resazurin coupled fluorescence | inhibition, % at 20 µM | hit rate 0.16% among 340,000 | AID 493160, 2011;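 active means inhibition above about 35% when tested at 20 µM, limit read from the data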;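 further: plate controls were DMSO wells with enzyme for no effect and DMSO wells lacking enzyme for full effect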
Target sequence (Q2TB90 whole entry, looked up): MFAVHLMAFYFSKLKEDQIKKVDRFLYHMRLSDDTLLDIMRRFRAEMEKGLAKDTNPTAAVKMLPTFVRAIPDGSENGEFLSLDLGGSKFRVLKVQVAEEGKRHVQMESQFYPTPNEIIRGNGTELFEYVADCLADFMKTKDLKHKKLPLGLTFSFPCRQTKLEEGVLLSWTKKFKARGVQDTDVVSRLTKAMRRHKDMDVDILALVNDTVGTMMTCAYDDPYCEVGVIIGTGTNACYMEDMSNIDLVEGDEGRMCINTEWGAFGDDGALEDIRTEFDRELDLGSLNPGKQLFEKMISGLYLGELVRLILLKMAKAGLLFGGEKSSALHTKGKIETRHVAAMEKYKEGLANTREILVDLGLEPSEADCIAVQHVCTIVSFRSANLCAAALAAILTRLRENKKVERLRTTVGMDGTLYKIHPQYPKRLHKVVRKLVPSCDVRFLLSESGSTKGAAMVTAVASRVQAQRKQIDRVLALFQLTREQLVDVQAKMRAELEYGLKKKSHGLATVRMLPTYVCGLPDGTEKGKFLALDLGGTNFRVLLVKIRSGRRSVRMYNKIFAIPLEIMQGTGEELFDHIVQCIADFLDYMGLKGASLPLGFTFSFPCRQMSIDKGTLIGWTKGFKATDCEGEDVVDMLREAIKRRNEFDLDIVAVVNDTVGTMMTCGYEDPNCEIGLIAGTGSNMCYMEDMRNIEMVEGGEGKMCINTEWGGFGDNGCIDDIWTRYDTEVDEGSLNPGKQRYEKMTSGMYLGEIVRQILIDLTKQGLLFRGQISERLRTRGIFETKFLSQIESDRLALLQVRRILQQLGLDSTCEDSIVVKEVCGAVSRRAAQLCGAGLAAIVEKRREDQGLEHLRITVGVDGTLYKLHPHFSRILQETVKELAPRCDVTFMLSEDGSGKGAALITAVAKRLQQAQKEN
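Assay system – recombinant HKDC1 (HK5) hexokinase enzyme, produced in-house · Input – HKDC1 at 5 µg/mL · Reagent – glucose plus 1 mM ATP as hexokinase substrates · Timing – 90 min reaction incubation at room temperature, dark · Measured by – G6PDH/diaphorase-coupled fluorescence, 1 mM NADP, 100 µM resazurin, 525/613 nm · Benchmarks – DMSO-enzyme wells negative, buffer-substituted wells positive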
The depositor's hits bear a star; nt = not tested or not shown; & = joins results of further samples.

SMILES	SENP7 inh	SENP6 block	SENP8 block-1	SENP8 block-2	Apaf1 inhib	SENP1 inh	PfGluPho inh	HKDC1 inhibitor
COc1ccc(C(CNC(=O)CCNC(=O)c2ccccc2Cl)N2CCCC2)cc1 (stereo not drawn)	-5	14	11	3	-7	0	4	-2
Cc1ccc(N2CC(C(=O)Nc3nnc(SCCN4CCOCC4)s3)CC2=O)cc1 (stereo not drawn)	-2	-6	4	-1	3	1	-7	4
COc1ccc(-c2nnc(SCCC(=O)O)n2-c2ccccc2)cc1OC	-5	-9	8	-9	-9	1	-13	-8
CC(NS(=O)(=O)c1ccc(CCC(=O)N2CCN(C)CC2)cc1)c1ccccc1 (stereo not drawn)	-11	-16	18	-3	10	2	-9	-1
COc1ccc(-c2ccc(-c3noc(-c4cccc(OC)c4)n3)c(OC)n2)cc1	-3	-10	-299	1	-5	-68	-3	10
O=C(COc1ccccc1Cl)Nn1cnnc1	5	-8	11	5	-4	1	-26	-5
CN(C)c1ccc(N=Nc2ccc(C(=O)O)cc2)cc1	87*	93*	-22	86*	8	18	17	15
CCCOc1ccc(C(=O)N2CCN(Cc3ccc4c(c3)OCO4)CC2)cc1	8	4	4	-4	8	1	11	-8
Nc1nonc1C(=O)NCCc1ccccc1	1	-3	8	3	-5	3	-6	-3
OC1(c2cccc(C(F)(F)F)c2)CCNCC1	-3	2	15	-8	-1	0	-13	-1

Entries of single compounds, looked up by structure. Screens in order: SENP7 inh	SENP6 block	SENP8 block-1	SENP8 block-2	Apaf1 inhib	SENP1 inh	PfGluPho inh	HKDC1 inhibitor
CC(NS(=O)(=O)c1ccc(CCC(=O)N2CCN(C)CC2)cc1)c1ccccc1 (stereo not drawn) in the list: -11	-16	18	-3	10	2	-9	-1
CCCOc1ccc(C(=O)N2CCN(Cc3ccc4c(c3)OCO4)CC2)cc1 in the list: 8	4	4	-4	8	1	11	-8

Other compounds:
SMILES	SENP7 inh	SENP6 block	SENP8 block-1	SENP8 block-2	Apaf1 inhib	SENP1 inh	PfGluPho inh	HKDC1 inhibitor
CC(=O)c1ccc(N(CC(=O)NC2CCS(=O)(=O)C2)S(=O)(=O)c2ccc(C)cc2)cc1 (stereo not drawn)	6	-1	0	3	-8	2	8	-7
O=C(CSc1ncn[nH]1)c1ccc2c(c1)OCCO2	-11	6	6	-4	-3	-1	22	0
O=C(CCN1CCN(Cc2ccccc2)CC1)NNC(=O)c1cc2ccccc2o1	5	-19	17	-5	-7	3	3	-6
O=C(Cn1nc(C(F)F)cc1C(F)F)NNC(=S)Nc1ccc([N+](=O)[O-])cc1	-11	-17	28	-17	9	5	-9	-3
Nc1ncn([C@@H]2O[C@H](CO)[C@@H](O)[C@H]2O)c(=O)n1	5	-24	14	3	-13	1	-15	0
Cc1cc(NC(=O)CCC(=O)N(Cc2ccco2)C2(C(=O)NC3CCCCC3)CCN(C)CC2)no1	-1	-12	7	-3	2	2	3	-1
O=C(Nc1ccc(CN2CCS(=O)(=O)CC2)cc1)c1ccc(F)cc1	5	-10	27	1	-21	2	-7	-2
COc1ccc(C(C)=O)cc1COc1cccc2cccnc12	2	11	-43	0	-6	1	18	3
O=C(Nc1cc2c3c(c1)C1CCCC1CN3CC1CCCC21)c1ccccc1 (stereo not drawn)	-1	-5	-297	-11	38	-13	15	9
O=C(Nc1ccc(Br)c(Cl)c1)c1ccco1	70*	84*	17	46	4	1	20	-3
CCn1cc(S(=O)(=O)c2ccc(C)cc2)c(=O)c2cc(OC)ccc21	2	0	-30	-3	2	-5	-3	4
COc1ccc(SC[C@H](C)CN2CC[C@H](C)CCC2=O)cc1	0	4	7	7	9	2	8	0
Cc1cc(Br)ccc1NC(=S)NC1CCCC1	0	-5	4	-1	12	2	11	-5
O=C(O)CCCC(=O)NCCCc1ccccc1	5	5	37	0	4	0	-14	0
O=C(O)c1ccc(-c2nc(-c3ccc(Cl)cc3)cs2)cc1	nt	nt	-135	nt	nt	4	4	0
CCOC(=O)CC1C(=O)NCCN1S(=O)(=O)c1ccc(F)cc1 (stereo not drawn)	1	-4	17	-8	-18	1	8	-4
COc1ccc(-c2c3c(=O)n(C)c(=O)n(C)c3cn2-c2cccc(OC)c2)cc1	-7	12	-308	-4	-4	2	-2	-7
O=C(CSCc1nc2ccccc2[nH]1)N1CCN(c2cccc(Cl)c2)CC1	-5	0	-13	-10	14	-15	-17	-4
c1csc(CSc2nnc3sc4ccccc4n23)c1	-2	10	15	-7	6	1	17	10
Cc1cccc(-n2c(C)nc3sccc3c2=O)c1	-6	-7	7	-8	4	0	-4	-6
N#Cc1cccc(NC(=O)CN2CCCCCC2)c1	0	-6	7	-5	1	0	3	-5
O=C(/C=C/c1c(F)cccc1Cl)Nc1cccnc1	90*	87*	14	83*	17	-3	20	-5
O=C1CC(N2CCC(c3nc4ccccc4o3)CC2)C(=O)N1c1ccc(Cl)c(C(F)(F)F)c1 (stereo not drawn)	7	1	9	-2	26	-2	12	-3
CCOC(=O)c1sc(NC(=O)c2ccncc2)nc1C	91*	97*	-270	88*	6	0	-25	-4
N/C(=N\O)C1COc2ccccc2O1 (stereo not drawn)	4	-11	8	-8	-4	1	-3	-8
C/C(=N\NC(=O)Cn1c(-c2ccccn2)nc2ccccc21)c1cccc(O)c1	-11	-4	-1	-4	-2	2	8	-8
CCCCNS(=O)(=O)CCNCCc1ccccc1	-4	nt	-4	nt	12	-1	0	-4
COc1ccc(C(CNC(=O)c2cc3c(s2)CCCC3)N2CCOCC2)cc1 (stereo not drawn)	2	4	-10	18	34	0	19	6
Cc1ccc(CNC(=O)CC2C(=O)Nc3c2c(=O)n(C)c(=O)n3Cc2ccccc2)cc1 (stereo not drawn)	7	8	-20	3	-3	-5	-12	-2
Cc1ccc(C(=O)NC(=S)Nc2ccccc2C)cc1	-6	19	0	4	14	-2	19	-12
Cc1ccccc1C(=O)Nc1cccc(-c2ccc3nncn3n2)c1	-6	-3	-28	-8	-8	-3	2	-2
COc1ccccc1C(=O)OCC(=O)NC(=O)NC1CCCCC1	-6	-9	-3	-7	12	0	2	1
CC(NC(=S)Nc1c(Cl)cccc1OC(F)F)C(C)(C)C (stereo not drawn)	7	5	6	1	3	3	2	-12
Clc1ccccc1C1=Nn2c(nnc2-c2ccco2)SC1	-4	-7	9	3	-4	1	22	0
CCOc1ccc(C(C)=O)cc1N1C(=O)C2C3C=CC(C3)C2C1=O (stereo not drawn)	7	1	18	0	-8	1	-15	-7
O=C(Nc1ccc(S(=O)(=O)Nc2nccs2)cc1)c1cc(-c2ccncc2)nc2ccccc12	6	11	0	4	4	-11	-24	-2
O=C(O)/C=C\C(=O)Nc1ccc(N2CCN(c3ccc(Cl)c(Cl)c3)CC2)cc1	1	13	17	-9	25	12	7	-3
CCOC(=O)N1CCN(Cc2ccccc2Cl)CC1	-5	-13	12	2	-14	1	-8	-7
Cc1cccc(NC(=O)CSc2nnc(Cn3nnc(-c4ccccc4)n3)n2-c2ccccc2)c1	-2	-3	2	0	0	4	6	-11
O=C(NCC1CCCCC1)c1cccc(S(=O)(=O)N2CCCC2)c1	-1	-8	7	6	0	4	-7	-4
C/C(=N/NS(=O)(=O)c1ccccc1)c1ccc(NC(=O)C2CC2)cc1	-1	20	9	0	8	2	-1	-8
CC1(C)CC(=O)C2=C(C1)N(c1ccccc1)C(N)=C(C#N)C2c1ccccc1 (stereo not drawn)	-6	0	-32	0	6	-6	5	3
COC(=O)c1cccc(NC(=S)N2CCN(c3ccccc3F)CC2)c1	6	-6	-3	-3	6	1	12	-11
CC1CC(C)(C)NC(=S)N1CCC(=O)N1CCc2ccccc21 (stereo not drawn)	4	-4	17	4	-6	4	11	-6
Cc1oc(-c2ccccc2)cc1C(=O)NC1CCN(Cc2ccccc2)CC1	0	-19	20	-11	-3	1	-1	-4
Cc1ccc(OCc2nc(-c3ccccc3)no2)cc1	32	56*	10	12	-7	2	13	1
Cc1ccccc1CNC(=O)/C=C\C(=O)O	2	-23	5	-8	-7	0	-19	-4
CC(=O)N1c2ccc(C)cc2Sc2c1ccc1ccccc21	nt	nt	2	nt	nt	1	-4	0
CCN(CC)CCNC(=O)COc1ccc(OC)cc1	-5&2	-4&-13	0&5	-4&-4	-6&0	0&1	3&1	-4&-2
CCOC(=O)c1c(NC(=S)NC(=O)c2ccco2)sc2c1CCCC2	-14	-2	10	-4	13	-1	-4	-5
CN1CCN(C(=O)C2=C[C@@H](c3csc4ccccc34)C[C@@H](OCc3ccc(CO)cc3)O2)CC1	-3	-6	14	5	7	0	10	-4

Filtered by structure, those above containing fluorine
SMILES	SENP7 inh	SENP6 block	SENP8 block-1	SENP8 block-2	Apaf1 inhib	SENP1 inh	PfGluPho inh	HKDC1 inhibitor
OC1(c2cccc(C(F)(F)F)c2)CCNCC1	-3	2	15	-8	-1	0	-13	-1
O=C(Cn1nc(C(F)F)cc1C(F)F)NNC(=S)Nc1ccc([N+](=O)[O-])cc1	-11	-17	28	-17	9	5	-9	-3
O=C(Nc1ccc(CN2CCS(=O)(=O)CC2)cc1)c1ccc(F)cc1	5	-10	27	1	-21	2	-7	-2
CCOC(=O)CC1C(=O)NCCN1S(=O)(=O)c1ccc(F)cc1 (stereo not drawn)	1	-4	17	-8	-18	1	8	-4
O=C(/C=C/c1c(F)cccc1Cl)Nc1cccnc1	90*	87*	14	83*	17	-3	20	-5
O=C1CC(N2CCC(c3nc4ccccc4o3)CC2)C(=O)N1c1ccc(Cl)c(C(F)(F)F)c1 (stereo not drawn)	7	1	9	-2	26	-2	12	-3
CC(NC(=S)Nc1c(Cl)cccc1OC(F)F)C(C)(C)C (stereo not drawn)	7	5	6	1	3	3	2	-12
COC(=O)c1cccc(NC(=S)N2CCN(c3ccccc3F)CC2)c1	6	-6	-3	-3	6	1	12	-11
